# High-throughput results: PubChem BioAssay, several laboratories
# Wee1 degr inh: blocks degradation of human Wee1 kinase; AID 1321; reporter increase, % at 5 µM; actives 1.2% (n = 220,000); HeLa Luc-Wee1K328M stability, luciferase luminescence; 100% = proteasome inhibitor MG132 effect;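 active = activation above the mean of all tested compounds plus 3 SD, set per screening run, cut at about 8.8% in these data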;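 also: cells exposed to compound for 20 h before luminescence read; 0% = DMSO alone and 100% = MG132 at 30 µM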
# FXIa inh 1536: inhibitors of human coagulation factor XIa; purified FXIa, Boc-Glu-Ala-Arg-AMC fluorogenic substrate; AID 798; inhibition, % at 5 µM; actives 0.14% (n = 220,000);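 active = inhibition of at least 40%; inactive = inhibition below 40%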;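 also: fluorescence of freed AMC excited at 355 nm; 0% = enzyme without compound and 100% = no enzyme blank; many of its hits are not listed in these tables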
# eIF4E 4G PPI: eIF4E/eIF4G interaction inhibition in translation initiation. inhibition, % at 21.7 µM. AID 782. actives 0.37% (n = 220,000). TR-FRET eIF4E-eIF4GI(517-606) binding, 2 h. P63073+Q04637;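 active = inhibition above about 30%, limit read from the data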;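 also: 0% = full FRET control wells and 100% = background wells lacking eIF4GI fragment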
# Mdm2 ligase inh: Mdm2 E3 ligase (human) inhibition; actives 0.11% (n = 210,000); Q00987; cell-based MDM2 ubiquitination luciferase reporter, 2 h; 0 = plate control, 100 = twice control, blank-subtracted; AID 1230; signal enhancement, % at 5 µM;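 active = signal enhancement of 30% or more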;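 also: luminescence tracks abundance of the self-degrading MDM2-luciferase fusion protein; higher signal means inhibition of MDM2 E3 ligase activity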
#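 Test system: mammalian cells stably expressing self-ubiquitinating, self-degrading MDM2 E3–luciferase fusion; Amount: 2000 cells in each well; Medium: DMEM; Schedule: 4 h settle plus 2 h compound, 37 °C; Technique: SteadyLite luciferase luminescence after 15 min room-temperature reagent incubation; Benchmarks: plate control and blank wells.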
# 14-3-3 Bad PPI: disrupts binding of bovine 14-3-3 zeta to phospho-Bad peptide. actives 0.71% (n = 220,000). TR-FRET 14-3-3zeta/Dy647-pBad peptide displacement, 1 h. inhibition, % at 21.7 µM. P63103. AID 781;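 active = inhibition above about 70%, limit read from the data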;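 also: 0% = full 14-3-3 plus peptide FRET controls and 100% = background without 14-3-3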
# Target sequence (P63103 whole entry, looked up): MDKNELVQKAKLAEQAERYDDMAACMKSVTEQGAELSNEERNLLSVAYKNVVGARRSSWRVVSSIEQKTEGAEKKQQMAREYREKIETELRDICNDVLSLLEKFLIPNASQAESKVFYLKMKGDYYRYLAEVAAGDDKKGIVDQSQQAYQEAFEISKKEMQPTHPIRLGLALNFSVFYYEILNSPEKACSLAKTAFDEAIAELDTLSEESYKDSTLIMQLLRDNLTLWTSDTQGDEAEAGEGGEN
# Rad51 HR inh: blocks human Rad51 in homologous recombination | inhibition, % at 10 µM | Q06609 | AID 1385 | actives 0.085% (n = 200,000) | hRad51 DNA strand exchange, fluorescence dequenching;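 active = inhibition above 40% at the single screening dose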;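 also: 0% = DMSO control wells and 100% = blanks with heterologous ssDNA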
#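 System: hRad51 filaments on single-stranded DNA; reagent: Fluorescein- and BHQ1-tagged 47-mer duplex; compound dosing: one concentration, 10 µM final; timing: filaments 15 min 37 °C, then compound 30 min; measured by: fluorescein emission 520 nm, excitation 485 nm; benchmarks: per-plate controls and blanks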
# FXIIa inh: blocks human coagulation factor XIIa protease activity. P00748. purified FXIIa, Boc-QGR-AMC fluorogenic substrate, 2 h. actives 0.3% (n = 220,000). inhibition, % at 5 µM; in the data active = inhibition above about 40%;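 also: 0% = enzyme with no compound and 100% = blank without enzyme; many of its hits are not listed in these tables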
# KLK5 inh: kallikrein 5 (human) inhibition. Q9Y337. recombinant hK5, fluorogenic AMC substrate cleavage. inhibition, % at 5 µM. actives 0.59% (n = 210,000). AID 873;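 active = inhibition of 40% or more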;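 also: 0% = enzyme controls without compound and 100% = no-enzyme blanks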
# p97 inhibitor: inhibitors of human p97 ATPase | P55072 | recombinant p97 ATPase, Kinase-Glo ATP luminescence, 3 h | inhibition, % at 8 µM | actives 0.42% (n = 220,000); in the data active = inhibition above about 15%;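 also: 0% = DMSO vehicle and 100% = wells lacking enzyme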
# Target sequence (P55072 whole entry, looked up): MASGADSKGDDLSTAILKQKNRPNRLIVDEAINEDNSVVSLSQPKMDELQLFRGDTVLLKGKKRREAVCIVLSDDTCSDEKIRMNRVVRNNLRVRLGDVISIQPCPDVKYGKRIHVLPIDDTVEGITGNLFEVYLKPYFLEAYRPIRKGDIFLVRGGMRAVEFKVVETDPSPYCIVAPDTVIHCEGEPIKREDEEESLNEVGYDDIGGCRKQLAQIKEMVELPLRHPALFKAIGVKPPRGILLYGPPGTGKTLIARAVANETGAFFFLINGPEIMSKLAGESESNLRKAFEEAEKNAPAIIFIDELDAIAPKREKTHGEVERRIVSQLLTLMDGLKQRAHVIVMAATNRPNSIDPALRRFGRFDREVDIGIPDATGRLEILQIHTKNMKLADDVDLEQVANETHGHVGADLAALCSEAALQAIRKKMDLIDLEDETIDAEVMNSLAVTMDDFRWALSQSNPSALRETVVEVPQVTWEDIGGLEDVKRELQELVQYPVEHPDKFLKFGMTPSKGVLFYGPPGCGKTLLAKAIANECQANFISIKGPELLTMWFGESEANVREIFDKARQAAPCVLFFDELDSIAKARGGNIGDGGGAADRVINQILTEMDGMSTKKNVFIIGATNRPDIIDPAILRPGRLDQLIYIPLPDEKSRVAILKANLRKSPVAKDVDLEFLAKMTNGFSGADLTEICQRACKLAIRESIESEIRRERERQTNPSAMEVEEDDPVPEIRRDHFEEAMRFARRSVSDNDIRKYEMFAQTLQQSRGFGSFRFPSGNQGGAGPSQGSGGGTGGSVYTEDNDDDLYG
# An asterisk follows results filed as active; · = no result given; [ ] = remark or other dose. This is a random part of the collection (roughly 3.5% active in at least one column).
SMILES,Wee1 degr inh,FXIa inh 1536,eIF4E 4G PPI,Mdm2 ligase inh,14-3-3 Bad PPI,Rad51 HR inh,FXIIa inh,KLK5 inh,p97 inhibitor
O=C(Nc1ccccc1)N1CCCN(c2c(Cl)cncc2Cl)CC1,2,-6,2,-15,1,1,0,-2,-2
O=C(O)COc1ccccc1/C=N/NC(=O)c1ccc(F)cc1,-1,-3,0,-20,-6,3,4,-1,4
O=C(c1c(F)cccc1F)N1CCN(c2ccccc2F)CC1,5,2,-2[fluorescence artefact?],-14,-2[fluorescence artefact?],-8,18,12,2
CCOC(=O)Cn1cnc2sc3c(c2c1=O)CCC3,-2,-1,4,-16,6,-7,12,-7,1
CC(Sc1nncs1)C(=O)Nc1ccc2c(c1)OCO2 (stereo not drawn),-1,5,1,-13,6,-18,22,10,-1
[O-][N+]12CCN(CC1)c1ccccc12,-1,-1,2,-5,-10,-9,9,5,-2
OCCCNC(=S)Nc1ccc2nc(-c3ccccn3)c(-c3ccccn3)nc2c1,4,1,7,-16,-15,-3,16,-33,5
OC(COc1ccccc1)CN1CCCC1 (stereo not drawn),3,-9,-3,-2,4,13,0,-3,2
O=C(O)CC(Cc1ccccc1)C(=O)NCC12CC3CC(CC(C3)C1)C2 (stereo not drawn),-1,-1,3,-18,7,·,4,·,4
NC(=O)CSc1nnc(C2CC2)n1-c1ccccc1,-1,-3,-1,-15,-6,6,9,5,-6
CN(C)S(=O)(=O)N1CCN(C(=O)N2CCCCC2)CC1,-2,1,2,11,-4,3,2,2,5
CCOC(=O)C1Cc2c([nH]c3ccccc23)CN1 (stereo not drawn),0,-8,-4,-6,16,2,-6,0,1
Cc1cc(C(=O)N/N=C2\CCCC(=O)C2)c2ccccc2n1,1,9,-1,1,0,·,12,-4,0
Cc1ccc(Nc2nc(-c3ccncc3)nc3ccccc23)cc1,-1,6,1,-14,6,19,9,3,6
O=C(Cc1ccccc1)N[C@H](c1ccccc1)P(=O)(O)CO,3,-12,2,-1,15,-6,-11,-2,-1
Cc1ccc(CNc2nc(N)c([N+](=O)[O-])c(NCc3ccccc3)n2)cc1,-2,6,3,-18,12[fluorescence artefact?],-7,12,-12,-3
CC(C)(C)c1cc(C(=O)N/N=C/c2ccccn2)n[nH]1,2,1,2,-5,-5,14,-2,6,2
O=C(/C=C/c1ccc([N+](=O)[O-])cc1)NCCOc1ccc(F)cc1,-1,-1,5,-20,4,-7,-5,-7,2
CCCN(CCC)S(=O)(=O)c1ccc2c(c1)CCCN2C(C)=O,3,-3,-5,-6,27[fluorescence artefact?],-1,8,-5,-6
O=C(NC(=S)Nc1ncc(Br)cc1Br)c1cncc(Br)c1,-2,6,-13,2,6,5,15,-12,2
CC(=O)Nc1ccc(OCCOc2ccc(/C=C3/C(=N)N4C=CSC4=NC3=O)cc2)cc1,-1,1,13,-15,22,·,6,·,-1
O=C(NN1CCOCC1)c1ccc(Br)s1,-1,-7,2,-15,-2,5,1,-23,-1
O=S(=O)(c1ccc(S(=O)(=O)N(Cc2ccc(F)cc2)C2CCCC2)cc1)N1CCCC1,3,-4,-4,-18,-7,4,18,-20,0
O=C(NNC(=S)Nc1ccccc1C(F)(F)F)C1CC1,3,11,-11,-11,-1,6,10,-8,2
Cc1nc2sc(C(c3ccc(Cl)cc3)N3CCOCC3)c(O)n2n1 (stereo not drawn),-1,4,-1,-4,3,-1,14,-1,2

# As a working copy, 5 of the compounds above:
SMILES,Wee1 degr inh,FXIa inh 1536,eIF4E 4G PPI,Mdm2 ligase inh,14-3-3 Bad PPI,Rad51 HR inh,FXIIa inh,KLK5 inh,p97 inhibitor
CC(=O)Nc1ccc(OCCOc2ccc(/C=C3/C(=N)N4C=CSC4=NC3=O)cc2)cc1,-1,1,13,-15,22,·,6,·,-1
O=C(NN1CCOCC1)c1ccc(Br)s1,-1,-7,2,-15,-2,5,1,-23,-1
O=S(=O)(c1ccc(S(=O)(=O)N(Cc2ccc(F)cc2)C2CCCC2)cc1)N1CCCC1,3,-4,-4,-18,-7,4,18,-20,0
O=C(NNC(=S)Nc1ccccc1C(F)(F)F)C1CC1,3,11,-11,-11,-1,6,10,-8,2
Cc1nc2sc(C(c3ccc(Cl)cc3)N3CCOCC3)c(O)n2n1 (stereo not drawn),-1,4,-1,-4,3,-1,14,-1,2

# Other results:
SMILES,Wee1 degr inh,FXIa inh 1536,eIF4E 4G PPI,Mdm2 ligase inh,14-3-3 Bad PPI,Rad51 HR inh,FXIIa inh,KLK5 inh,p97 inhibitor
O=C(c1cccnc1)N1CCN(Cc2ccc3c(c2)OCO3)CC1,1,0,-2[fluorescence artefact?],-8,76*,3,11,0,3
Cc1ccc(S(=O)(=O)NC2(C(F)(F)F)NC(=O)N(C)C2=O)cc1 (stereo not drawn),0,7,-1[fluorescence artefact?],-24,-8,2,22,67*,-1
Cc1ccc(S(=O)(=O)N2CCN(C(C)C(=O)Nc3ccccc3-c3ccccc3)CC2)cc1 (stereo not drawn),2,5,32*[fluorescence artefact?],2,7,5,9,-17,3
COc1ccc(-c2nc(C#N)c(NC(C)c3ccccc3)o2)cc1OC (stereo not drawn),0,2,-7,-9,-25,·,-6,-1,6
Nn1cc(-c2ccccc2)nc1SCC(=O)N1CCN(S(=O)(=O)c2ccc3ccccc3c2)CC1,-1,2,-4,-11,-8,1,10,6,5
O=c1[nH]c(N2CCOCC2)nc2c1CCCC2,0,18,-4[fluorescence artefact?],-18,2,-8,28,0,-8
Cc1cc(S(=O)(=O)N2CCC(N3CCCCC3)CC2)ccc1-n1cnnn1,2,-8,2[fluorescence artefact?],-13,-3,·,-1,3,-5
CCc1nnc(NC(=O)C2CCCN2C(=O)Nc2ccccc2)s1 (stereo not drawn),0,-1,-3,-29,-5,22,6,-3,0
C=CCNC(=O)c1sc(=S)n(-c2ccc(C(=O)OCC)cc2)c1N,-1,2,-2,6,12,-6,14,-6,0
COCC(C)n1c(C)cc(C(=O)COC(=O)c2c(C)nn(-c3ccccc3)c2C)c1C (stereo not drawn),-1,-14,-3,-5,-21,-4,1,-23,-4
CC(C)(C)NC(=O)C(c1ccccn1)N(C(=O)c1csnn1)C1CCCCC1 (stereo not drawn),3,-3,6,-11,-12,4,4,0,2
Cn1ccc(-c2ccccc2)c(C#N)c1=O,-1,-2,-3,-6,-8,36,4,-8,1
Cc1ccc2nc(SCC(=O)NC3CCCc4ccccc43)[nH]c2c1 (stereo not drawn),0,3,7,-20,-6[fluorescence artefact?],-5,10,-1,0
COc1cccc(Nc2nc(CN3CCOCC3)nc3sc4c(c23)CCCC4)c1,-3,8,-3,-14,5,3,2,-6,-10
CC1(C(=O)OCC(=O)c2c[nH]c3ccccc23)CC1(Cl)Cl (stereo not drawn),1,-8,-8,-14,11,·,1,-8,3
CCCc1nn(C)c(C(=O)Nc2cccc(CC)c2)c1Cl,0,0,-5[fluorescence artefact?],4,-7[fluorescence artefact?],21,9,-12,-2
CCCc1cc(=O)n2[nH]cnc2n1,-1,18,-9,-10,5,2,22,-4,-1
O=C(O)CC/C(=N\Nc1ccc(S(=O)(=O)N2CCOCC2)cc1[N+](=O)[O-])c1cccs1,-1,1,-11,·,3,15,10,6,0
Cc1ccc(S(=O)(=O)NN2C(=O)c3ccccc3NC2c2cccc(O)c2)cc1 (stereo not drawn),-1,-2,-2,5,-5,-4,-8,-8,6
O=C(CSc1ccccn1)c1ccc2c(c1)OCO2,-1,-3,0,-31,10[fluorescence artefact?],-9,7,4,-1
O=C(COc1ccc(Br)cc1)N(Cc1ccccc1)c1ccccn1,-3,-1,1,-5,-24,-1,11,-18,0
Cc1ccc(C(=O)NCC(=O)Nc2cccc(C(F)(F)F)c2)cc1,-1,1,2[fluorescence artefact?],-13,1,-8,6,-9,0
Cc1onc(-c2c(Cl)cccc2Cl)c1C(N)=S,-2,-2,-4,1,-10,1,2,-3,5
CCOc1ccc(Oc2nc(Nc3ccc(C)cc3)nc(N(C)C)n2)nn1,1,8,1,-21,9,11,10,7,-4
Cn1cc([N+](=O)[O-])c(C(=O)N/N=C/c2ccc3c(c2)OCO3)n1,4,0,-1,3,-4,25,5,-3,4
# Other compounds
SMILES,Wee1 degr inh,FXIa inh 1536,eIF4E 4G PPI,Mdm2 ligase inh,14-3-3 Bad PPI,Rad51 HR inh,FXIIa inh,KLK5 inh,p97 inhibitor
O=C(NCSc1ccnc(SCNC(=O)c2ccccc2)n1)c1ccccc1,-2,-3,2,-1,5[fluorescence artefact?],4,7,-8,0
Cc1ccccc1OCC(=O)NCCc1nc2ccccc2[nH]1,0,0,0,-2,-5[fluorescence artefact?],·,6,-11,2
COc1ccc(N2C(=S)N=C(Nc3ccccc3)C23CCCCC3)cc1,3,-2,-2,30*,-11,1,10,1,7
C/C(=N/Nc1ccc(C(=O)O)cc1)c1ccc(O)c(O)c1O,1,2,6,-42,-13,-7,8,11,3
O=C(Nc1ccc(F)cc1)Oc1ccc[nH]c1=O,-1,0,2,-8,-4,6,3,-2,-1
OC[C@@H](O)[C@@H](O[C@H]1O[C@H](CO)[C@@H](O)[C@H](O)[C@H]1O)[C@H](O)[C@@H](O)CO,1,·,7,·,3,-4,·,·,8
Cc1sc2ncnc(Nc3ccc(N4CCOCC4)cc3)c2c1-c1ccccc1,-1,5,3[fluorescence artefact?],-13,-7,4,13,-8,9
Cc1ccccc1C(=O)Nc1sc2c(c1C(=O)O)CCC2,-3,1,-1,-11,-6,-6,11,13,4
CS/C(=N\S(=O)(=O)c1cccs1)Nc1ccc(F)c(Cl)c1,-2,2,3,-3,-9,3,7,-6,5

# One compound at a time (already shown):
# Record of O=C(NCSc1ccnc(SCNC(=O)c2ccccc2)n1)c1ccccc1 → Wee1 degr inh = -2; FXIa inh 1536 = -3; eIF4E 4G PPI = 2; Mdm2 ligase inh = -1; 14-3-3 Bad PPI = 5[fluorescence artefact?]; Rad51 HR inh = 4; FXIIa inh = 7; KLK5 inh = -8; p97 inhibitor = 0
# Record of OC[C@@H](O)[C@@H](O[C@H]1O[C@H](CO)[C@@H](O)[C@H](O)[C@H]1O)[C@H](O)[C@@H](O)CO → Wee1 degr inh = 1; FXIa inh 1536 = ·; eIF4E 4G PPI = 7; Mdm2 ligase inh = ·; 14-3-3 Bad PPI = 3; Rad51 HR inh = -4; FXIIa inh = ·; KLK5 inh = ·; p97 inhibitor = 8
